12-hLO inh = 12-hLO (ALOX12) enzyme inhibition; P18054; AID 1452; 150,000 compounds, 0.12% hits; purified 12-hLO, xylenol orange hydroperoxide absorbance; Potency, µM (doses to about 57.1 µM), for the others: at the highest dose activity change, negative = inhibition, actives largely listed as inhibitors; further: potency means the concentration at half of the fitted maximal effect; nearly all actives have a fitted effect of over 55% in size; many of its hits are not listed in these tables
Target sequence (P18054 whole entry, looked up): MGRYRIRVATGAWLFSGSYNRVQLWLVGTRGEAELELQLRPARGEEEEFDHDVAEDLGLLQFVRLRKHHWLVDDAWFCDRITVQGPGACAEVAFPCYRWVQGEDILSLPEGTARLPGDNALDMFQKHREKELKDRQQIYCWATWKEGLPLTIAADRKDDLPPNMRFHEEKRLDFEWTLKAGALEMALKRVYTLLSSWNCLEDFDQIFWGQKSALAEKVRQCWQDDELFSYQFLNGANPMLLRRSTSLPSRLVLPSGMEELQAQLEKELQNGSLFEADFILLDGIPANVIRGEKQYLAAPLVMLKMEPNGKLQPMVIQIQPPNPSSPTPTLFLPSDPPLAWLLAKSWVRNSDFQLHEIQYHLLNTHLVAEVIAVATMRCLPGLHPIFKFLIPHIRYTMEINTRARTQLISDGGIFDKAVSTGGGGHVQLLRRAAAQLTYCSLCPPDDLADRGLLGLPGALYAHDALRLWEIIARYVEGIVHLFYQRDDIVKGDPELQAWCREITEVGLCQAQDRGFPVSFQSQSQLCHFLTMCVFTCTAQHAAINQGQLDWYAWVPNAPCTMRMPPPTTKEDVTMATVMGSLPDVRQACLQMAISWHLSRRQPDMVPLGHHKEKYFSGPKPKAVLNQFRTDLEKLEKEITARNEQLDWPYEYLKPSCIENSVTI
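Hydroperoxide formation by human 12-lipoxygenase from 40 uM arachidonic acid was followed colorimetrically via ferric-xylenol orange complex, using the 573/405 nm absorbance ratio. Enzyme concentration was 150 nM, with 30 min reaction at room temperature.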
IMPase cell inh = cell-permeable inhibitors of inositol monophosphatase (IMPase). P97697. CHO-M1 cells, IP1 accumulation, HTRF TR-FRET ratio. inhibition (IP1 accumulation), % at 46.1 µM. 120,000 tested, under 10 active. AID 901; active means well fitted curve in the direction sought with a large enough effect in the signal ratio, not every such curve was filed as active; inconclusive means small, poorly fitted or top-dose-only effect, or a change in a side signal; inactive means no such curve, though single readings can be large or run the other way; the % refers to the signal ratio;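 further: cells stimulated with carbachol in lithium chloride buffer; plate controls were DMSO basal wells for no effect and reference inhibitor wells for full effect; higher means more IMPase inhibition seen as more IP1 and lower FRET ratio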
Target sequence (P97697 whole entry, looked up): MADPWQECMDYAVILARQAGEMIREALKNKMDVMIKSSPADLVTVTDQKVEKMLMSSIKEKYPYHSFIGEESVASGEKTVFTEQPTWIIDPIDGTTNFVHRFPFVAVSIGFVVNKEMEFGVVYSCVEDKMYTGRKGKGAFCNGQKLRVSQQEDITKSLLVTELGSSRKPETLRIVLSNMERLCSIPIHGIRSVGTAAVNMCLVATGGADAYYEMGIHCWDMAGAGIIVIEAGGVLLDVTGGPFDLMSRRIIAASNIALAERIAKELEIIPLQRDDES
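CHO-M1 cells (CHO stably expressing M1 receptor), compound up to 46 uM final, stimulated with carbachol (50 uM as added) in buffer with 50mM LiCl, pH 7.4, 30 min at 37C. Cytosolic IP1 read by TR-FRET; AC50 from Hill fits.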
ALOX15B inhib = 15-hLO-2 (ALOX15B) enzyme inhibition. O15296. purified 15hLO-2, xylenol orange hydroperoxide absorbance. Potency, µM (highest dose often 57.1 µM), inactives show at the highest dose activity change, negative = inhibition, hits mostly inhibitors. 110,000 compounds, 0.56% hits. AID 881; further: potency means the concentration at half of the fitted maximal effect; nearly all actives have a fitted effect of over 60% in size; many of its hits are not listed in these tables
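Purified human 15hLO-2 (50 nM final) preincubated with compounds 15 min at room temperature in 25 mM Hepes pH 7.5, 0.01% Triton X-100, then 45 uM arachidonic acid added for 90 min; hydroperoxide detected via ferrous/xylenol orange, 573/405 nm absorbance ratio.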
PNC inhibitor = blocks assembly of the perinucleolar compartment. PC3M PTB-GFP, PNC prevalence imaging, 16 h; stronger effect = lower value. activity change (PNC), negative = inhibition, % at 10 µM. 140,000 compounds, 3.1% hits. AID 2417;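 active means readout at or below -70, meaning at least 70% loss of cells showing the perinucleolar compartment, a nuclear body marking cancer cells; inconclusive means readout between -30 and a set limit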;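 further: plate controls were DMSO wells for no effect and camptothecin positive control wells for full effect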
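Read-out is percentage of cells bearing a perinucleolar compartment, from automated 20x imaging of fixed, Hoechst-stained PC3M PTB-GFP cells. Cells were seeded 4 h, then exposed 16 h to compound (23 nl of library stock) in duplicate plates.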
Numbers without * were called inactive; ? = inconclusive; · = no result given; [ ] = another dose, or the depositor's remark. Unless noted, the call rests on the fitted dose curve; in most records, active means well fitted curve in the direction sought with a large enough effect; inconclusive means small, poorly fitted or top-dose-only effect, or another doubt; inactive means no such curve, though single readings can be large; an effect the other way counts as inactive or inconclusive. Unless noted, on the % scale 0 is the no-effect control and ±100 the full control effect. This is a subset (hit frequency here may not be typical).

canonical_smiles	PNC inhibitor	ALOX15B inhib	IMPase cell inh	12-hLO inh
O=C(COc1ccc(C(=S)N2CCOCC2)cc1)N1CCCC1	38	0%	6	2%
CC(C)C1Cc2c(sc3c2c(=O)n(Cc2ccccc2)c2nncn32)CO1 (configuration not stated)	?	-10%	14	-1%
Cn1c(Cn2c(=O)sc3ccccc32)nnc1SCC(=O)Nc1ccccc1	-2	·	1	1%
CCCn1c(N)c(C(=S)NC(=O)C2CC2)c(=O)n(C)c1=O	12	·	·	2%
CN(C)c1ccnc2sc3c(NCC(O)CO)ncnc3c12 (configuration not stated)	31	·	·	1%
O=C(O)c1cccnc1SC1CC(=O)N(c2cccc(C(F)(F)F)c2)C1=O (configuration not stated)	10	-11%	12	3%
COc1ccc(-c2csc(NC(=O)c3ccc(OCC(=O)N4CCOCC4)c(OC)c3)n2)cc1OC	-14	·	·	-1%
Cc1cc(O)ccc1NC(=O)CCN1C(=O)c2ccc([N+](=O)[O-])cc2C1=O	-98*	·	·	-1%
Cc1ccc(CN2CCSCC2)c(C)c1	-6	·	·	-2%
Cn1cc(Br)c(C(=O)Nc2nccs2)n1	36	·	·	-6%
Cc1ccc(SCc2cc(=O)[nH]c(N3CCN(Cc4ccc5c(c4)OCO5)CC3)n2)cc1	14	30%[activator]	12	-1%
CC(=O)c1ccc(-n2nnnc2SCC(=O)NNC(=O)c2ccco2)cc1	76	0%	4	3%

Reprinted from the part before: 2 compounds; new compounds follow.
canonical_smiles	PNC inhibitor	ALOX15B inhib	IMPase cell inh	12-hLO inh
Cc1ccc(SCc2cc(=O)[nH]c(N3CCN(Cc4ccc5c(c4)OCO5)CC3)n2)cc1	14	30%[activator]	12	-1%
CC(=O)c1ccc(-n2nnnc2SCC(=O)NNC(=O)c2ccco2)cc1	76	0%	4	3%
CC(=O)NC(Cc1c[nH]c2ccccc12)C(=O)OCC(=O)Nc1ccc2c(c1)OCO2 (configuration not stated)	-7	3%	5	-11%
COc1ccc(C(=O)Nc2ccccc2)cc1[N+](=O)[O-]	·	-3%	·	4%
CCn1c(SCC(=O)c2ccccc2)nnc1-c1cc2cc(Br)ccc2o1	13	7%	-10	-1%
CCOc1ccc(NS(=O)(=O)c2ccc(SC)cc2)cc1	-14	·	-2[0.369 µM]	-7%
Cc1nn(C(C)C(=O)NNC(=S)Nc2ccc(F)cc2)c(C)c1[N+](=O)[O-] (configuration not stated)	?	10%	7	8%
Cc1ccc2nc(NC(=O)CN3CCOCC3)sc2c1	9	-1%	2	-3%
Cc1c(NC(=O)N2CCCCCC2)c(=O)n(-c2ccccc2)n1C	?	1%	-2	-1%
Cc1cc(C)c(NC(=O)c2cc3c(nc4sccn43)s2)c(C)c1	31	7%	-1	0%
CC1CC(C)CN(C(=O)CSc2nnc(CSc3ncccn3)n2C)C1 (configuration not stated)	?	1%	7	-4%
CCCC(=O)OCCNC(=O)c1cc2ccccc2oc1=O	-16	12%	1	0%
CC(C)N=C(NC#N)SCc1ccc(Br)cc1	92	-1%	2	-1%
Cc1ccccc1C(=O)NCCCCc1ccccc1	2	·	·	0%

(listing goes on)
canonical_smiles	PNC inhibitor	ALOX15B inhib	IMPase cell inh	12-hLO inh
COc1cccc(C2(CSc3nnc(-c4cc(OC)c(OC)c(OC)c4)o3)OCCO2)c1	-19	-4%	?	-12%
COc1ccccc1-c1nc(-c2ccc(Br)o2)no1	?	-16%	5	-6%
Cn1c(C(=O)N2CCCC(C(=O)NCCc3ccccc3)C2)cc2sccc21 (configuration not stated)	48	-6%	11	2%
CCCCS(=O)c1c(O)c2ccccc2[nH]c1=O (configuration not stated)	40	·	·	-4%
Cc1ccc(CSCC(=O)Nc2ccc(F)cc2)cc1	24	·	9	-2%
CCn1c(SCc2ccccc2Cl)nc2nc3c(cc2c1=O)CCCC3	6	·	·	-5%
COc1ccc(Nc2nc(C)cc(C)c2C#N)cc1	?	0%	3	-5%
COC(=O)c1c(C)cc(O)cc1O	·	-2%	·	5%
CCNc1nc(Oc2ccc(=O)n(-c3ccccc3)n2)nc(N2CCOCC2)n1	26	0%	-3	1%
Cc1ccc(Cn2ccc(NC(=O)c3cc(-c4ccc(F)cc4)on3)n2)cc1	32	1%	-2	1%
O=C(CN1CCN(c2ccccc2)CC1)Nc1ccc(Oc2ccccc2)cc1	-3	26%	0	-6%
O=C(NC(Cc1c[nH]c2ccccc12)C(=O)Nc1ccc(OC(F)(F)F)cc1)c1cccs1 (configuration not stated)	-113*	·	·	0%

(more compounds)
canonical_smiles	PNC inhibitor	ALOX15B inhib	IMPase cell inh	12-hLO inh
O=c1[nH]c2ccc(N/C(=N/S(=O)(=O)c3ccccc3)c3ccccc3)cc2[nH]1	24	·	-3	-5%
CCOc1nc(Nc2ccc(F)cc2)nc(N2CCN(c3ccc(OC)cc3)CC2)n1	21	32%[activator]	9	1%
COc1ccc(OC)c(C2=C[N+](=O)C(C)(C)C(C)(C)N2[O-])c1	?	-7%	2	-6%
CCCSc1nc2sc3c(c2c(=O)[nH]1)CCN(Cc1ccccc1)C3	-4	12%	-2	-7%
Cn1cnnc1SCC(=O)NNC(=O)c1ccc(Cl)cc1	-8	·	·	-3%
CC12CN3CC(C)(CN(C1)C3c1ccc3ccccc3c1O)C2=O (configuration not stated)	-16	-12%	1	-7%
COc1ccc(/C=N/NC(=O)C(=O)NCC2CCCO2)cc1 (configuration not stated)	?	·	?	-1%
Cc1ccc(-c2nnn(CC(=O)N(Cc3ccccc3)C(C(=O)NC3CCCC3)c3ccncc3)n2)o1 (configuration not stated)	?	-26%	-4	-8%
CN(Cc1ccco1)C(=O)c1c[nH]c2ccc(S(=O)(=O)Nc3ccc4c(c3)OCCO4)cc2c1=O	37	·	·	-7%
CN(C)S(=O)(=O)c1cc([N+](=O)[O-])ccc1N1CCCCCC1	-10	-22%	3	-6%
Cc1c(NC(=O)CCCOc2ccccc2)cccc1[N+](=O)[O-]	-22	-15%	2	0%
COc1ccc(NS(=O)(=O)c2ccc(NC(=S)NC(=O)/C=C/c3ccc(C)cc3)cc2)nn1	-25	·	-9	-8%

(next part)
canonical_smiles	PNC inhibitor	ALOX15B inhib	IMPase cell inh	12-hLO inh
CC(C)(C)c1ccc(C(=O)NC(=S)Nc2sc3c(c2C#N)CCC3)cc1	-8	·	-5	-14%
COCC(=O)Nc1nnc(C2CCCCC2)s1	?	-4%	10	15%
Cc1ccc(N=Nc2c(C)[nH][nH]c2=O)c(C)c1	12	-10%	1	-7%
Cc1[nH]c2ccccc2c1/C=N/Nc1ccc(F)cc1F	7	·	10	-14%
CCc1ccc(O)c(N=Cc2ccccc2O)c1	16	16µM*	14	?
O=C(c1ccccc1)c1nn(-c2cccc(Cl)c2)c2nc(-c3ccccc3)cc(=O)n12	-23	-9%	0	1%
Cc1cccc(N(C2C=CS(=O)(=O)C2)S(=O)(=O)c2ccccc2)c1 (configuration not stated)	?	-5%	-3	2%
COCCN(Cc1ccccc1)P(=O)(O)c1ccccc1OCC(=O)O	-2	6%	0	-5%
O=c1cc(CSc2nnnn2-c2ccccc2)nc(Nc2ccc(F)cc2)[nH]1	?	-22%	-6	-4%
CN1CCN(C(=O)C2C3C=CC(C3)C2C(=O)O)CC1 (configuration not stated)	-24	-1%	-1	-2%
Cc1nc(N2CCOCC2)c2oc3ccccc3c2n1	-27	-5%	12	-3%
COc1ccc(OC)c(NC(=O)Cc2nn(C)c(=O)c3ccccc23)c1	-25	·	8	-2%

Brought forward from above: four entries; new compounds follow.
canonical_smiles	PNC inhibitor	ALOX15B inhib	IMPase cell inh	12-hLO inh
O=c1cc(CSc2nnnn2-c2ccccc2)nc(Nc2ccc(F)cc2)[nH]1	?	-22%	-6	-4%
CN1CCN(C(=O)C2C3C=CC(C3)C2C(=O)O)CC1 (configuration not stated)	-24	-1%	-1	-2%
Cc1nc(N2CCOCC2)c2oc3ccccc3c2n1	-27	-5%	12	-3%
COc1ccc(OC)c(NC(=O)Cc2nn(C)c(=O)c3ccccc23)c1	-25	·	8	-2%
CCOC(=O)c1[nH]c(C)c(C(=O)NCc2ccc(C)cc2)c1C	?	6%	-2	2%
S=C(Nc1ccc(Br)cc1)N1CCCC1	?	·	·	-2%
CC(C)(C=O)Cc1cc(C(C)(C)C)c(O)c(C(C)(C)C)c1	·	-3%	-2	-9%
CC1(C)CC(=O)C(C(=O)/C=C/NCCc2ccccc2)C(=O)C1	-15	-1%	-8	-7%
COc1ccc(CNC(=O)c2c(C)cc(=O)oc2C)cc1OC	-11	1%	9	6%
CCC(C)(C)n1nnnc1C(c1cc2cc(C)cc(C)c2[nH]c1=O)N1CCN(Cc2ccc3c(c2)OCO3)CC1 (configuration not stated)	35	48%[activator]	-5	-1%
O=c1[nH]cc([N+](=O)[O-])cc1Br	?	·	·	1%
CN(CC#CC1(O)c2ccccc2-c2ccccc21)Cc1ccccc1	38	·	·	0%
CC(=O)Nc1cccc(-c2nc3ccccc3c(=O)o2)c1	11	10%[11.4 µM]	19[1.84 µM]	-3%
O=C(CSc1nnc2scc(-c3ccc(F)cc3)n12)NCc1ccco1	-11	-2%	5	-4%
O=C(CSC1=NCCS1)N1CCOCC1	8	-3%	-6	-2%
COc1ccc(N2C(=O)C3CCCN3C2c2cccc(OC)c2)cc1 (configuration not stated)	38	-3%	7	5%

The results go on.
canonical_smiles	PNC inhibitor	ALOX15B inhib	IMPase cell inh	12-hLO inh
CCOC(=O)C1CCN(C(=O)Nc2ccc(Cl)cc2Cl)CC1	2	·	·	-5%
COc1ccc(-n2nnc3c(=O)n(Cc4cccc(C)c4)cnc32)cc1	-28	6%	9	-8%
O=[N+]([O-])c1ccc(Cl)c(/C=N/N2CCN(C3c4ccccc4-c4ccccc43)CC2)c1	-27	10%	-6	2%
COC(=O)c1ccc(CNC(=O)c2ccc(COc3ccccc3)cc2)cc1	-100*	·	·	-3%
CCn1c(C)nc2cc(C(=O)n3cc(C(=O)c4cc(F)ccc4O)cn3)ccc21	23	2%	5	-4%
NC(=O)C1CNc2ccccc2O1 (configuration not stated)	-22	15%	0	-1%
CCN(CC)CC(=O)c1c[nH]c2ccc(OC)cc12	28	-13%	5	-5%
COCCCNC(=O)Cn1cc(/C=C(\C#N)C(=O)N2CCN(c3ccccc3)CC2)c2ccccc21	-9	·	1	4%
COc1ccc(/C=C/c2noc(-c3ccccc3O)n2)cc1	-21	·	·	1%
COc1ccc(C2C(C#N)=C(N)N(c3cccnc3)C3=C2C(=O)CCC3)cc1Cn1cc([N+](=O)[O-])cn1 (configuration not stated)	27	2%	1	-8%
COC(=O)c1cc(NC(=O)c2c(Cl)cnn2C)cc(C(=O)OC)c1	-101*	·	·	0%
Cc1ccc(-c2nnc(-n3nnc4ccccc43)c3ccccc23)cc1	?	-9%	2	-1%

The list goes on:
canonical_smiles	PNC inhibitor	ALOX15B inhib	IMPase cell inh	12-hLO inh
COc1cccc(NC(=S)NC2CC(C)(C)NC(C)(C)C2)c1	-8	·	·	-1%
CCN1CCN(Cc2cccc(Oc3ccc(Cl)cc3)c2)CC1	45	37%[activator]	10	1%
CCCc1cc2c(OC(=O)CC)c(-c3ccc(C(=O)OCC)o3)c(=O)oc2cc1OC	?	·	·	-8%
COc1ccc(C(=O)CSc2nnc(-c3ccco3)n2C)cc1	-15	-21%	7	-2%
O=C(c1ccc(CNc2c(N3CCOCC3)c(=O)c2=O)cc1)N1CC=C(c2ccccc2)CC1	-18	-6%	-6	-1%
CCCCOCC(O)CN1CCN(C(C)=O)CC1 (configuration not stated)	?	-13%	8	-10%
Cc1ccc(NC(=O)CCOc2ccccc2)cc1S(=O)(=O)Nc1ccccc1Cl	26	·	·	-1%
C/C(=N\NC(=O)CNC(=O)c1ccc2c(c1)OCO2)c1ccco1	?	·	·	-5%

From PubChem BioAssay
